TWEAK-Fn14 inh: blocks TWEAK-Fn14 interaction in a reporter cell assay; TWEAK-stimulated Fn14 reporter cells, luciferase luminescence, 8 h; inhibition, % at 10 µM; actives 2% (n = 360,000); AID 1159606; in the data active means inhibition above about 50%
Shn3 3UTR inh: reduces Shn3 3'UTR luciferase signal in osteoblasts; Clone20 osteoblast Shn3 3'UTR firefly luciferase, 24 h; inhibition, % at 12.5 µM; actives 0.52% (n = 360,000); AID 588674;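 active means mean inhibition of at least 75% with every replicate also reaching 75%; inconclusive means mean inhibition at least 75% but some replicate below; inactive means mean inhibition below 75%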;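 further: 0% = median of neutral control wells and 100% = pilot-screen positive control compound; some compounds past the cut are filed as inactive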
NCOA3 inh: inhibits human SRC3 coactivator; actives 0.17% (n = 360,000); inhibition, % at 3.6 µM; HEK293 GAL4-SRC3 luciferase reporter, luminescence; Q9Y6Q9;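 active means inhibition above a per-campaign cutoff, the mean of all compounds plus 3 SD, cut at about 60% in these data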;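 further: 0% = DMSO-treated cells and 100% = gossypol-treated cells at 36 µM; higher means less SRC3-driven luciferase light from the GAL4 reporter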
C8 TRAIL sens: caspase-8 TRAIL sensitization | NB7+C8 cells + TRAIL, ATPlite viability luminescence | inhibition (viability loss, TRAIL sensitization), % at 10 µM | actives 1% (n = 360,000);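 active means compounds causing at least 50% loss of cell viability in the single-dose screen, relative to plate controls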
COUP-TFII inh: blocks human COUP-TFII nuclear receptor | P24468 | AID 686940 | HEK293T NGFI-A luciferase reporter, luminescence | actives 0.7% (n = 370,000) | inhibition, % at 8.6 µM;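 active means inhibition above a per-plate cutoff, mean inhibition of test wells between control levels plus 3 SD, cut at about 38% in these data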;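 further: cells cotransfected with COUP-TFII expression vector driving the NGFI-A reporter; 0% = median of COUP-TF2 test wells and 100% = reporter-only cells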
Target sequence (P24468 whole entry, looked up): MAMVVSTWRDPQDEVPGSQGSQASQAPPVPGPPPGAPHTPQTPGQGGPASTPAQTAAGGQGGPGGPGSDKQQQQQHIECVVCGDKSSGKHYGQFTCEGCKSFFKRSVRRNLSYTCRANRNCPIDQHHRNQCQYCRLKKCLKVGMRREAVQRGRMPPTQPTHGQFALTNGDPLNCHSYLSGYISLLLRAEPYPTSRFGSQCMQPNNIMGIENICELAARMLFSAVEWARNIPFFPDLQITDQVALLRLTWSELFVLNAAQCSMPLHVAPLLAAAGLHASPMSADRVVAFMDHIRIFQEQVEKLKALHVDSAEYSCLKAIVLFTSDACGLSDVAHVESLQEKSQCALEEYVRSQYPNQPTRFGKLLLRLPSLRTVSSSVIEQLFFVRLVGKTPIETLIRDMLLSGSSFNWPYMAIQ
SRC1 inh: inhibitors of human steroid receptor coactivator 1 (SRC1). Q15788. HEK293 GAL4-SRC1 luciferase reporter, luminescence. inhibition, % at 3.6 µM. actives 0.12% (n = 360,000);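 active means inhibition above the campaign mean plus 3 SD, with each screening campaign given its own cutoff, cut at about 60% in these data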;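 further: 0% = DMSO treated cells and 100% = gossypol at 36 µM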
CF NFkB inh: blocks PAF-induced NF-kB reporter in cystic fibrosis cells. KKLEB NF-kB-GFP reporter, GFP fluorescence overnight. inhibition, % at 5 µM. actives 0.86% (n = 360,000);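 active means at least 50% inhibition at 5 µM, scaled per plate between neutral and stimulator controls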;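 further: PAF is a Pseudomonas aeruginosa culture filtrate used as stimulus; plate controls were PAF-stimulated DMSO wells for no effect and unstimulated DMSO wells for full effect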
TROY signal inh: blocks TROY-dependent signaling in reporter cells; AID 1347056; inhibition, % at 10 µM; Q293 LMP1-TROYcd NF-kB luciferase reporter, 4 h; actives 0.98% (n = 360,000);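 active means compounds whose plate-normalised and pattern-corrected inhibition of the luciferase reporter signal at the single screening dose is 50% or more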
LRH-1 inv ag: NR5A2 inverse agonism in reporter assay | O00482 | HEK293T StAR-luciferase reporter, LRH-1 transfected, 24 h | inhibition, % at 3.6 µM | actives 0.13% (n = 360,000);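 active means inhibition above the mean inhibition of all tested compounds plus 3 SD, cut at about 73% in these data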;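 further: 0% = DMSO wells and 100% = reporter-only cells lacking LRH-1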
Target sequence (O00482 whole entry, looked up): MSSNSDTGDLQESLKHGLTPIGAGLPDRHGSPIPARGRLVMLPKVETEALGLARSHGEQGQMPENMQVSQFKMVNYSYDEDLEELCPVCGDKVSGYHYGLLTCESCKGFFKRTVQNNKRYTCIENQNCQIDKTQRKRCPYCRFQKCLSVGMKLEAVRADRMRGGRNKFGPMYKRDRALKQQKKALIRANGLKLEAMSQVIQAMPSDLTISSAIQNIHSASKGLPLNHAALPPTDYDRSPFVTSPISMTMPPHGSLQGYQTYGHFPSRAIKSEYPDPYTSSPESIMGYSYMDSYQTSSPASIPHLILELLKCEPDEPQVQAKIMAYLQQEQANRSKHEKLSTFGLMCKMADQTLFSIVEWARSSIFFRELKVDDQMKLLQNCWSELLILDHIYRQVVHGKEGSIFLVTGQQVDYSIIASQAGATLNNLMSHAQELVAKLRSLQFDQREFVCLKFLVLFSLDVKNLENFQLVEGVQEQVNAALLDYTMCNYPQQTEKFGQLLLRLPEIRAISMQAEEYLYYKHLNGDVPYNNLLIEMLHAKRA
EBV LMP1 NFkB: Epstein-Barr LMP1 NF-kappaB reporter inhibition | actives 0.69% (n = 350,000) | inhibition, % at 12.5 µM | AID 504558 | LMP1-induced NF-kappaB luciferase reporter cells, luminescence; in the data active means inhibition above about 41%; inconclusive means no clear call, values can overlap the other calls;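 further: 0% = neutral control wells and 100% = reference inhibitor control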
KKLEB cytotox: counter-screen for CF NF-kB inhibitors: cytotoxicity; actives 0.36% (n = 360,000); activity change (cytotoxicity), % at 5 µM; KKLEB CF airway cells viability, ATPlite luminescence, overnight; hits give low values; cells stimulated with P. aeruginosa culture filtrate;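 active means corrected activity change at or below -50% at 5 µM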
Numbers without * were called inactive; ? = inconclusive; / = no result given. Some of the compounds tested (hit frequency here may not be typical).

no.	SMILES	TWEAK-Fn14 inh	Shn3 3UTR inh	NCOA3 inh	C8 TRAIL sens	COUP-TFII inh	SRC1 inh
1	S=c1[nH]c2ccccc2[nH]1	4	10	4	0	12	-9
2	CN(C)c1ccc([P+](=O)c2ccc(N(C)C)cc2)cc1	4	-3	-3	-2	-2	-24
3	COc1ccc(C(=O)Oc2cccc3cccnc23)cc1S(=O)(=O)N1CCOCC1	11	-13	10	-13	-7	-17
4	COc1ccc(CN2C(=O)NC(=O)/C(=C/c3ccc(OC)c(OC)c3OC)C2=O)cc1	7	-70	13	15	-1	-6
5	O=C(C1CC(=O)N(C2CCCC2)C1)N1CCC2(CC1)OCCO2 (stereo not drawn)	5	-1	3	-24	-6	-29
6	O=C(/C=C/c1ccccc1)c1c(O)n(CCc2ccccc2)c(=O)[nH]c1=O	43	4	20	11	10	-18
7	CCOc1cc(C)cc2oc(=O)c3c(c12)CCCC3	-15	-6	5	2	-15	-32
8	COc1ccccc1N1CCN(CCc2c[nH]c3cc4c(cc23)OCO4)CC1	-8	35	-11	4	-13	1
9	CC(=O)N1CN(C(C)=O)CN(C(C)=O)C1	4	-25	-4	-1	13	8
10	CC(C)(C)c1ccc(C(=O)C2CCCN(C3CCC3)C2)cc1 (stereo not drawn)	-11	-6	-8	7	28	-45

no.	CF NFkB inh	TROY signal inh	LRH-1 inv ag	EBV LMP1 NFkB	KKLEB cytotox
1	6	-21	10	-4	-3
2	-6	15	0	-5	1
3	29	13	7	8	-6
4	11	12	2	-15	-14
5	-1	17	-2	8	5
6	-38	15	16	-4	4
7	-8	13	39	3	9
8	-2	10	-6	7	-1
9	4	-6	16	5	4
10	-4	-13	-28	-91	-6

(cont.)
no.	SMILES	TWEAK-Fn14 inh	Shn3 3UTR inh	NCOA3 inh	C8 TRAIL sens	COUP-TFII inh	SRC1 inh
11	COc1ccc2c(c1)C1(C)CCN(C)CC(C1)C2O (stereo not drawn)	-3	-8	16	-25	6	6
12	O=C1/C(=C/c2cccnc2)N2CCC1CC2	-25	-26	12	-1	11	20
13	C=CCn1c(O)c(C=Nc2ccc(N(CC)CC)cc2)c(=O)[nH]c1=O	19	-6	5	-2	17	6
14	N[C@@H](Cc1c[nH]c2ccccc12)c1nnc(SCc2ccccc2)o1	4	9	1	-16	-6	-6
15	O=C1NC(=O)N(c2ccccc2)C(=O)/C1=C\C=C\c1ccccc1	67*	61	13	23	2	-8
16	CCCC[N+]12CCC(CC1)C(C(=O)c1cccs1)C2 (stereo not drawn)	-2	12	0	1	1	-5
17	CC1(C)Cc2c(C#N)c(N3CCNCC3)nc(-c3ccco3)c2CS1	-3	7	10	10	16	-20
18	COc1ccc([C@@H](O)[C@@H](N)c2ccccc2)cc1	10	-24	1	7	4	-10
19	[N-]=[N+]=CC(=O)OC[C@H](N)C(=O)O	-14	-9	-6	2	5	-8
20	C#C[C@]1(O)CCC2C3C(=O)C=C4C(Cl)=CCC[C@]4(C)C3CC[C@@]21C (stereo partly drawn)	-9	-58	3	-6	3	7

no.	CF NFkB inh	TROY signal inh	LRH-1 inv ag	EBV LMP1 NFkB	KKLEB cytotox
11	-3	-13	9	-1	0
12	-10	9	6	3	3
13	3	-7	8	-6	4
14	6	-14	3	2	-1
15	35	-24	-15	-38	18
16	-7	14	-7	0	3
17	9	-3	4	2	-6
18	-2	-14	11	/	-3
19	13	7	5	5	-32
20	44	15	-13	-15	-18

Nos. 11 through 17, quoted:
no.	SMILES	TWEAK-Fn14 inh	Shn3 3UTR inh	NCOA3 inh	C8 TRAIL sens	COUP-TFII inh	SRC1 inh
11	COc1ccc2c(c1)C1(C)CCN(C)CC(C1)C2O (stereo not drawn)	-3	-8	16	-25	6	6
12	O=C1/C(=C/c2cccnc2)N2CCC1CC2	-25	-26	12	-1	11	20
13	C=CCn1c(O)c(C=Nc2ccc(N(CC)CC)cc2)c(=O)[nH]c1=O	19	-6	5	-2	17	6
14	N[C@@H](Cc1c[nH]c2ccccc12)c1nnc(SCc2ccccc2)o1	4	9	1	-16	-6	-6
15	O=C1NC(=O)N(c2ccccc2)C(=O)/C1=C\C=C\c1ccccc1	67*	61	13	23	2	-8
16	CCCC[N+]12CCC(CC1)C(C(=O)c1cccs1)C2 (stereo not drawn)	-2	12	0	1	1	-5
17	CC1(C)Cc2c(C#N)c(N3CCNCC3)nc(-c3ccco3)c2CS1	-3	7	10	10	16	-20

no.	CF NFkB inh	TROY signal inh	LRH-1 inv ag	EBV LMP1 NFkB	KKLEB cytotox
11	-3	-13	9	-1	0
12	-10	9	6	3	3
13	3	-7	8	-6	4
14	6	-14	3	2	-1
15	35	-24	-15	-38	18
16	-7	14	-7	0	3
17	9	-3	4	2	-6

Next section
no.	SMILES	TWEAK-Fn14 inh	Shn3 3UTR inh	NCOA3 inh	C8 TRAIL sens	COUP-TFII inh	SRC1 inh
21	O=C(CNC(=O)c1ccccc1Cl)Nc1ccc(Br)cc1C(=O)c1ccccc1	23	16	11	-10	3	7
22	COc1ccc(CN2CCCC(C(=O)c3sccc3C)C2)cc1O (stereo not drawn)	-13	-30	2	-6	5	-4
23	COc1ccccc1N1C(=O)CC(=O)NC1=O	-1	-7	9	0	3	-82
24	CC1CCC2C(C)C(=O)OC3OC4(C)CCC1C32OO4 (stereo not drawn)	26	18	-4	22	2	-16
25	Cc1cccc(N2C(=O)NC(=O)/C(=C/c3cc4c(cc3[N+](=O)[O-])OCO4)C2=O)c1	5	2	-4	8	16	-1
26	COCCNC(=O)N1[C@H]2CC[C@@H]1C(C(=O)OC)=C(c1cccc(C#N)c1)C2	-9	-6	-4	-10	-15	-17
27	CCOC(=O)c1ccccc1C(=O)OCC	-13	-17	4	-4	-2	-1
28	N#Cc1c(/N=C/c2c(O)n(Cc3ccco3)c(=O)[nH]c2=O)sc2c1CCCC2	11	-33	12	-4	9	2
29	O=c1oc2ccccc2c(O)c1[C@H]1c2ccc(O)cc2Oc2c1c(=O)oc1ccccc21	43	-29	-5	-11	6	-3
30	Cc1nnc2n1-c1ccc(Br)cc1C(c1ccccc1Cl)=NC2	15	-11	-9	2	-6	19

no.	CF NFkB inh	TROY signal inh	LRH-1 inv ag	EBV LMP1 NFkB	KKLEB cytotox
21	-15	1	-1	8	18
22	-14	6	-2	14	9
23	3	-21	11	-4	11
24	12	8	8	5	-6
25	-7	20	6	-1	4
26	6	5	-7	3	3
27	1	4	-39	-2	5
28	22	-4	3	-1	-11
29	-18	65*	-9	1	-4
30	-14	-12	2	-10	1

More results
no.	SMILES	TWEAK-Fn14 inh	Shn3 3UTR inh	NCOA3 inh	C8 TRAIL sens	COUP-TFII inh	SRC1 inh
31	CC(C)(C)n1nnnc1C(c1cc2ccccc2o1)N1CCC2(CC1)C(=O)NCN2c1ccccc1 (stereo not drawn)	27	11	-4	11	6	4
32	COc1cc(C(=O)NN=Cc2ccc(N(CCCl)CCCl)cc2)cc(OC)c1OC	-5	-20	9	8	-87	-8
33	O=P(N[C@@H](c1ccccc1)[C@@H]1C[C@H]1CO)(c1ccccc1)c1ccccc1	16	-1	14	-7	-6	-33
34	Cn1cccc1CN1CCN(C(=O)COc2ccccc2)CC1	4	-20	-4	11	-9	-14
35	CCn1c(NN=O)nc2ccccc21	2	?	13	42	-7	1
36	CCCCNC(C)Cc1ccccc1 (stereo not drawn)	6	-7	-2	-1	7	-23
37	COC(=O)C1=C(c2ccc(OC)c(OC)c2)C[C@@H]2CC[C@H]1N2C(=O)NCc1ccc(F)cc1	6	-21	-20	-4	-2	-2
38	O=C(c1c[nH]c2ccc(S(=O)(=O)N3CCC4(CC3)OCCO4)cc2c1=O)N1CCC2(CC1)OCCO2	16	0	-19	-9	11	3
39	COc1ccc(-c2cc(=Nc3ccccc3)c3cc(C)ccc3o2)cc1	31	-59	-82	3	-75	-94
40	C=CCOC(=O)C1=C(C)OC(N)=C(C#N)C12C(=O)N(CN1CCOCC1)c1ccccc12 (stereo not drawn)	4	-13	3	-6	-8	-11

no.	CF NFkB inh	TROY signal inh	LRH-1 inv ag	EBV LMP1 NFkB	KKLEB cytotox
31	-3	20	6	/	-3
32	-20	30	18	34	-4
33	-4	6	6	-7	6
34	3	9	8	9	6
35	-4	11	-1	-16	21
36	4	-5	-2	-11	-9
37	-10	9	-4	0	-4
38	13	-2	16	-4	3
39	-25	12	-125	-25	0
40	3	3	-7	5	-10

New compounds follow.
no.	SMILES	TWEAK-Fn14 inh	Shn3 3UTR inh	NCOA3 inh	C8 TRAIL sens	COUP-TFII inh	SRC1 inh
41	CN1CC[C@]23c4c5ccc(OC6OC(C(=O)O)[C@@H](O)C(O)[C@H]6O)c4OC2C(O)C=CC3[C@H]1C5 (stereo partly drawn)	0	15	16	6	8	23
42	COc1ccc(C(=O)C2CN(C)CC2C(=O)c2ccc(OC)cc2)cc1 (stereo not drawn)	-29	-14	-19	-6	-30	-9
43	CC(CN1CCOCC1)C(C#N)(c1ccccc1)c1ccccc1 (stereo not drawn)	16	-5	-6	-14	-13	13
44	CNP1(NC)=Nc2nn(-c3ccccc3)c(N)c2C(c2ccccc2)=N1	-14	8	-5	4	-1	15
45	O=c1c2ccccc2nc(CBr)n1-c1ccc(Cl)cc1	1	-1	4	-7	7	-23
46	CN(C)CCCN=Cc1c(O)n(Cc2ccco2)c(=O)[nH]c1=O	21	0	7	4	3	5
47	COC(=O)C1=C(c2ccc(OC)c(OC)c2)C[C@@H]2CC[C@H]1N2C(=O)N1CCC(O)CC1	1	-11	-4	1	-1	-14

no.	CF NFkB inh	TROY signal inh	LRH-1 inv ag	EBV LMP1 NFkB	KKLEB cytotox
41	-14	-8	5	5	10
42	-13	-77	9	30	3
43	-35	1	-1	1	1
44	0	3	1	14	10
45	-9	-15	-13	-1	-4
46	14	13	-1	-5	-7
47	-4	-3	-15	-1	-14

Complete entries from above:
Results for COC(=O)C1=C(c2ccc(OC)c(OC)c2)C[C@@H]2CC[C@H]1N2C(=O)N1CCC(O)CC1 = TWEAK-Fn14 inh: 1; Shn3 3UTR inh: -11; NCOA3 inh: -4; C8 TRAIL sens: 1; COUP-TFII inh: -1; SRC1 inh: -14; CF NFkB inh: -4; TROY signal inh: -3; LRH-1 inv ag: -15; EBV LMP1 NFkB: -1; KKLEB cytotox: -14
Results for O=P(N[C@@H](c1ccccc1)[C@@H]1C[C@H]1CO)(c1ccccc1)c1ccccc1 = TWEAK-Fn14 inh: 16; Shn3 3UTR inh: -1; NCOA3 inh: 14; C8 TRAIL sens: -7; COUP-TFII inh: -6; SRC1 inh: -33; CF NFkB inh: -4; TROY signal inh: 6; LRH-1 inv ag: 6; EBV LMP1 NFkB: -7; KKLEB cytotox: 6

Assay outcomes from PubChem.
